# D2 antagonist – HTS Assay for Allosteric Antagonists of the Human D2 Dopamine Receptor: Primary Screen for Antagonists | D(2) dopamine receptor (Homo sapiens), P14416 | HEK293 TREx D2 cells, calcium flux, dopamine EC80 | inhibition, % at 10 µM | 340,000 compounds, 2% hits | AID 485344, 2010; in the data active means inhibition above about 30%; further: 0% is about no effect
# Target sequence (P14416 whole entry, looked up): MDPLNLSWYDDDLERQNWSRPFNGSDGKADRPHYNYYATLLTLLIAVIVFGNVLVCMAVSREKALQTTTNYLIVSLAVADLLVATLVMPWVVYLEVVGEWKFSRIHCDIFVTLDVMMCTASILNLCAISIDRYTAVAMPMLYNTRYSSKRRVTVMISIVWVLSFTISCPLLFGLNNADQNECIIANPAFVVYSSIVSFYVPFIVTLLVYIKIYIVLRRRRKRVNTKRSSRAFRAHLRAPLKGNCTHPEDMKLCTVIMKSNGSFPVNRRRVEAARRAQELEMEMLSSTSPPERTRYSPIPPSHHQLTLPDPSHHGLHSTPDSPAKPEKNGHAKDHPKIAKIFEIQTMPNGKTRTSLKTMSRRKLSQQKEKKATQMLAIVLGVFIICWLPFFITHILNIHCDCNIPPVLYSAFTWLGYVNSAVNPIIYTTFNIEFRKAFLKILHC
#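 Inhibition of EC80 dopamine-driven calcium flux, recorded kinetically, defines activity here; cells are a tetracycline-induced HEK293 T-REx line expressing force-coupled D2.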
# Vif-APOBEC3F blk – qHTS for Inhibitors of Vif-A3F Interactions: qHTS. 390,000 compounds, 0.2% hits. HeLa A3F-eYFP + Vif (tagged APOBEC3F with the HIV-1 protein that degrades it), YFP fluorescence increase. Potency, µM (highest dose often 46.1 µM), for inactives: at the highest dose activity, negative = active; further: potency means the concentration at half of the fitted maximal effect; % of control where 0% means no effect; nearly all actives have a fitted effect of over 65% in size
#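 HeLa cells stably expressing Vif plus C-terminally eYFP-tagged A3F were seeded, incubated overnight at 37 deg C, dosed with compound, incubated overnight again at 37 deg C. Yellow fluorescence (Ex 488/Em 500-530) reported blocked Vif-mediated A3F-eYFP degradation.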
# ERG-DNA inh – qHTS for Small Molecule Inhibitors of the ERG Ets/DNA interaction; Transcriptional regulator ERG (Homo sapiens), P11308; fluorescence polarization, His-ERG Ets domain / labelled DNA; Potency, µM (highest dose often 76.9 µM), inactives show top-dose FP activity, negative = inhibition, most hits filed as inhibitors; 370,000 compounds, 0.028% hits; active means well fitted inhibition curve with a large enough effect in the polarisation, with a control signal flat; inconclusive means small, poorly fitted or top-dose-only effect, or effect the other way, or a change in a side signal; inactive means no such curve, though single readings can be large or run the other way; the % refers to the polarisation;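 further: polarization taken with two DNA probes labelled with fluorescein and Texas red; potency means the concentration at half of the fitted maximal effect; % of control where 0% means no effect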
# Target sequence (P11308 whole entry, looked up, the tested form may be a part): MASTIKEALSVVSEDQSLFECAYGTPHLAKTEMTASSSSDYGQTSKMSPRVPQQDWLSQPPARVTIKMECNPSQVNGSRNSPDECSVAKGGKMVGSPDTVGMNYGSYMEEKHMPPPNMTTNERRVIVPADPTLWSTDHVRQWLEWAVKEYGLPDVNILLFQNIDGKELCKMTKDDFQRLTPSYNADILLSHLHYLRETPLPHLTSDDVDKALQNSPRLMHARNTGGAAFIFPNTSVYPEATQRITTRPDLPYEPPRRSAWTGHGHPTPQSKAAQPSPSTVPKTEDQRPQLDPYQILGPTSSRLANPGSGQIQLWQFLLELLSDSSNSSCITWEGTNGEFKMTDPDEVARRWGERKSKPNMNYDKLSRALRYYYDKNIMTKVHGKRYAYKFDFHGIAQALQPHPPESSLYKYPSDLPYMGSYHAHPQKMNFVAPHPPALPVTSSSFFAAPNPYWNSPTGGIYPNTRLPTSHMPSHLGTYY
#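 His-tagged ERG Ets domain (1 uM in the protein solution; 300mM KCl, 50mM Tris-HCl, 1mM EDTA, 1mM DTT, pH 7.5) received compound, then a probe mix of 5 nM fluorescein-DNA and 100nM Texas-615-DNA. Fluorescence polarization was read for both dyes.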
# RGS4 inhibitor – Inhibitors of Regulator of G Protein Signaling (RGS) 4: qHTS. Regulator of G-protein signaling 4 (Homo sapiens), P49798. Transcreener GDP fluorescence polarization, RGS4-accelerated GTP hydrolysis. Potency, µM (titrated, usually from 114 µM), for the others: top-dose activity change, negative = inhibition, actives largely listed as inhibitors. 390,000 compounds, 0.039% hits. AID 504845, 2011; further: potency means the concentration at half of the fitted maximal effect; on the % scale 0 is the no-effect control and ±100 the full control effect; nearly all actives have a fitted effect of over 75% in size; some results filed as inactive show a strong effect at the top dose
#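 MLSMR compounds (23 nl, pin-transferred) preincubated 10 min at room temperature with a 500nM (2x) first reagent, then RGS4 at 900nM (2x) plus Transcreener GDP mix added; fluorescence polarization (620/688 nm) read before and after 90 min at 30 °C.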
# D2 agonist – HTS Assay for Allosteric Agonists of the Human D2 Dopamine Receptor: Primary Screen for Agonists | activation, % at 2 µM | 340,000 compounds, 0.53% hits | HEK293 T-REx D2 cells, calcium flux agonist mode | D(2) dopamine receptor (Homo sapiens), P14416;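 active means activation over 3 SD above normal in the single-dose calcium agonist read, cut at about 30% in these data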; further: 0% is about no effect
#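 Agonism is scored from calcium flux in a force-coupled, inducible HEK293 cell line expressing D2, read kinetically for 180 s after compound addition against dopamine controls.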
# Vif-A3G inh – qHTS for Inhibitors of Vif-A3G Interactions: qHTS; AID 602310, 2012; 410,000 compounds, 0.076% hits; HeLa A3G-eYFP + Vif (tagged APOBEC3G with the HIV-1 protein that degrades it), YFP fluorescence, overnight; Potency, µM (doses to about 46.1 µM), inactives show at the top dose activity, negative = active, usual class: inhibitors;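 further: potency means the concentration at half of the fitted maximal effect; on the % scale 0 is the no-effect control and ±100 the full control effect; nearly all actives have a fitted effect of over 60% in size; hits raise eYFP signal because A3G escapes Vif-driven loss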
#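 HeLa cells stably expressing Vif and C-terminally eYFP-tagged A3G, seeded overnight at 37 deg C, then exposed to compound by pintool overnight at 37 deg C. Rise in yellow fluorescence (Ex 488/Em 500-530, Acumen) marks blocked Vif-driven A3G degradation.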
# LDHA block – qHTS assay for inhibitors of human lactate dehydrogenase; purified LDHA, NADH/diaphorase-resazurin fluorescence; active compounds read low; activity change, % (values are at about 110 or 230 µM); 480,000 compounds, 0.15% hits; AID 1347041, 2019; in the data active means activity change below about -30%; inconclusive means mostly about -25% to -30%;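 further: plate controls were DMSO wells for no effect and wells without enzyme for full effect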
#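 Resorufin fluorescence (ex540/em590), read at 0 and 20 min after diaphorase/resazurin addition, reports the NADH left after a 5 min room-temperature reaction of 2 nM human LDH5 with 0.06 mM NADH and 0.2 mM pyruvate.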
# 12-LOX inh – Primary qHTS assay for inhibitors of human arachidonate 12S-lipoxygenase (ALOX12): Round 2; 580,000 compounds, 1.1% hits; Potency, µM (doses to about 108 µM), without a hit: top-dose activity change, negative = inhibition, most hits filed as inhibitors; Polyunsaturated fatty acid lipoxygenase ALOX12 (Homo sapiens), P18054; purified 12hLO, xylenol orange hydroperoxide absorbance; further: potency means the concentration at half of the fitted maximal effect; on the % scale 0 is the no-effect control and ±100 the full control effect
#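 Purified human 12hLO at 150 nM in 25 mM Hepes, 0.01% Triton X-100, pH 7.0, preincubated 15 min at room temperature with compound. Reaction started with 40 uM arachidonic acid, 30 min at room temperature. Hydroperoxide measured by Fe-xylenol orange, 573/405 nm absorbance ratio.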
# GRP78 ERSR act – qHTS for Inducers of the Endoplasmic Reticulum Stress Response (ERSR) in Human Glioma: qHTS; 420,000 compounds, 0.02% hits; Potency, µM, for inactives: at the highest dose activation, hits mostly activators; U87-MG GRP78 promoter luciferase reporter, 16 h; further: potency means the concentration at half of the fitted maximal effect; series mostly up to about 76 µM; % of control where 0% means no effect; nearly all actives have a fitted effect of over 35% in size
#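 Stably transfected U87-MG glioma cells carrying a GRP78-based luciferase sensor; 16 h compound incubation. Luminescence end-point read 10 min after Bright-Glo addition at room temperature.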
# Active calls of the source: *; ? = inconclusive; . = not tested or not shown; & = joins results of further samples; [ ] = remark or other dose. Unless noted, the call rests on the fitted dose curve; in most records, active means well fitted curve in the direction sought with a large enough effect; inconclusive means small, poorly fitted or top-dose-only effect, or another doubt; inactive means no such curve, though single readings can be large; an effect the other way counts as inactive or inconclusive.
SMILES,D2 antagonist,Vif-APOBEC3F blk,ERG-DNA inh,RGS4 inhibitor,D2 agonist,Vif-A3G inh,LDHA block,12-LOX inh,GRP78 ERSR act
CC(OC(=O)CCc1cc(C(C)(C)C)c(O)c(C(C)(C)C)c1)C(=O)NC1CC1 (stereo not given),-6,7%,8%,-4%,-1.7,1%,4,?,4%
CC(=O)N1CCCc2cc(S(=O)(=O)N3CCCC(C(=O)Nc4cc(Cl)ccc4C)C3)ccc21 (stereo not given),.,-15%,1%,-21%,-0.8,3%,3,-18%,-1%
CC1(C)CC(=O)C(N=Nc2ccc(C(F)(F)F)cc2[N+](=O)[O-])=C(O)C1,-25,-14%,3%,-8%,1.5,-10%,19,-13%,0%
N#CC1(NC(=O)CN2C(=O)NC3(CCCCCC3)C2=O)CCCCC1,-3,0%,-18%,-8%,-0.7,2%,-17,0%,-3%
Cc1nc2ccccc2c(=O)n1-c1ccc(NS(=O)(=O)c2ccc(F)cc2)cc1,1,3%,7%,-1%,-0.1,-5%,-3,-9%,-1%
COc1ccc(C(=O)n2cc(C(=O)c3cc(C)ccc3O)cn2)cc1OC,-3,0%,0%,-12%,-1.0,1%,-3,-19%,-4%
COc1cc(NC(=O)Cn2nc(-c3ccc(F)cc3)ccc2=O)ccc1-n1cnnn1,17,1%,-3%,-2%,1.0,?,0,-10%,-4%
COc1ccccc1CNC(=O)CC1N=C2c3ccccc3N=C(SCC(=O)Nc3ccc(F)cc3)N2C1=O (stereo not given),.,1%,-1%,12%,0.0,-5%,0,?,-1%
CC(=O)N1CCC(=NNc2nc3ccccc3[nH]2)CC1,-4,11%,2%,9%,-0.3,-8%,-19,?,-5%
COc1ccc(-c2nn(-c3ccccc3)cc2CNC(C)Cn2cncn2)c(F)c1 (stereo not given),-8,-13%,-4%,-6%,1.4,-2%,-2,-12%,-2%
Cc1ccc(-c2nnc(CCC(=O)N(C)Cc3nccs3)o2)s1,-8,-18%,5%,19%,0.5,-5%,-2,?,5%
COc1ccc(CCNC(=O)CCCn2c(=O)c3cccn3c3cccnc32)c(OC)c1,2,0%,7%,12%,1.0,-1%,-7,25%,-6%
CSc1ncccc1C(=O)N1CCCC(N2CCN(c3ccccc3F)CC2)C1 (stereo not given),4,2%,-4%,1%,14,0%,-13,15%,0%
O=C(O)c1c(Cl)c(Cl)c(Cl)c(Cl)c1C(=O)N1CCOCC1,2,-8%,1%,-17%,0.9,0%,-7,11µM*,-5%
CC(C)S(=O)(=O)c1csc(C(=O)Nc2ccc(F)cc2)c1N,15,0%,7%,-97%,0.4,3%,3,6%,-5%
CN(C)S(=O)(=O)c1cc(NC(=O)CN2CCN(c3ccccc3O)CC2)ccc1Cl,12,1%,2%,18%,-0.7,-2%,-3,-12%,-6%
Clc1cccc(Cl)c1-c1nnc2cccc(Cl)n12,-10,.,0%,23%,-0.6,-3%,-3,-15%,-4%
CCCCCCCc1ccc(-c2ccc(O)cc2)nc1,-13,-5%,2%,?,0.1,-6%,13&-8,?,21%
CCNc1nc2nonc2nc1NCC,-1,-8%,15%,-41%,0.4,-5%,-6,0%,-2%
Cc1cc(C(=O)CCl)c(C)n1-c1cccc([N+](=O)[O-])c1,-11,12%,2%,-93%,1.8,-23%,-8,?,-15%
CCc1ccc(-c2cc(C)no2)cc1S(=O)(=O)N1CCN(c2cc(C)ccc2C)CC1,-3,3%,2%,6%,-0.9,7%,-9,2%,-6%
O=c1cc(O)c2c(=O)n(-c3ccccc3)c3c(c2o1)CCCCC3,-18,11%,3%,-24%,0.0,1%,2,?,0%
CC(=O)c1c(-c2ccccc2)c2cc(Cl)ccc2[nH]c1=O,75*,-1%,11%,1%,-0.8,0%,4,-6%,-2%
O=C(OCc1ccccc1)N1CCC2CC1c1cc(N3CCOCC3)ccc12 (stereo not given),.,2%,-3%,16%,.,2%,-4,-5%,2%
Cc1cc(NC(=O)CSCC(=O)N2CCN(c3cccc(C)c3C)CC2)no1,-9,1%,0%,-1%,-0.2,-6%,-1,176%[activator],-3%
SMILES,D2 antagonist,Vif-APOBEC3F blk,ERG-DNA inh,RGS4 inhibitor,D2 agonist,Vif-A3G inh,LDHA block,12-LOX inh,GRP78 ERSR act
COc1cc(C(C(=O)NC2CCCCC2)N(C(=O)Cc2c[nH]c3ccccc23)c2ccccc2C)cc(OC)c1OC (stereo not given),-11,-14%,-10%,-44%,-0.5,-6%,0,-16%,-3%
COc1ccc(OC)c(NS(=O)(=O)c2ccc(NC(=O)c3ccc(NS(C)(=O)=O)cc3)cc2)c1,4,5%,10%,0%,1.3,-3%,-6,-14%,-3%
O=C(Nc1ccccc1)c1ccccc1OS(=O)(=O)c1ccccc1,-4,-7%,2%,1%,-0.5,-1%,-4,0%,2%
Cc1c(NC(=O)/C(C#N)=C/c2c(N3CCCCC3)nc3ccccn3c2=O)c(=O)n(-c2ccccc2)n1C,19,11%,7%,-13%,-0.3,1%,-4,39%[activator],-3%
CC(C(=O)OCC(=O)Nc1ccccc1OC(F)F)N1C(=O)C2CC=CCC2C1=O (stereo not given),.,0%,.,.,.,0%,-8,-4%,-1%
Cc1c(C)n(Cc2ccccc2)c2ccc(C(=O)N3CCN(c4ccccc4F)CC3)cc12,.,0%,-8%,-5%,0.2,4%,-3,-22%,-1%
Cc1cccc(-n2cnc3cc(C(=O)N4CCCCC4)ccc32)c1,.,-3%,2%,15%,.,-7%,3&-7,6%,3%
FC(F)(F)c1cc(-c2ccccc2)nc(-n2cncn2)n1,-39,-4%,-1%,12%,-0.3,-1%,-3,14%,-7%
Cc1ccc(S(=O)(=O)N(NC2=NS(=O)(=O)c3ccccc32)C(=O)c2ccccc2)cc1,-3,-2%,7%,-14%,0.6,2%,-4,-11%,-5%
c1coc(-c2nc3nc4ccccc4nc3n2CC2CCCO2)c1 (stereo not given),-14,0%,-3%,-15%,-0.3,0%,5,-2%,1%
CCOC(=O)c1cc(-c2ccccc2)sc1NC(=O)COC(=O)c1cccc(S(N)(=O)=O)c1,-6,7%,-8%,-26%,0.3,-11%,-3,0%,-9%
Cc1ccc(OCC(=O)Nc2ccccc2N2CCCC2)c(C)c1,-3,?,5%,-17%,-0.2,-9%,6,3%,0%
CN(C)C=NC(=O)/C(C#N)=C/c1ccccc1,27,-6%,-1%,9%,-1.1,-5%,-5,18%,2%
Nc1nc(-c2ccco2)nn1S(=O)(=O)c1ccccc1,5,0%,8%,-5%,0.3,2%,-2,0%,-3%
COc1ccccc1C(=O)N/C(=C\c1cn(C)c2ccccc12)C(=O)NCCN1CCOCC1,.,-10%,.,.,.,-1%,5,?,-1%
O=C(O)Cc1ccc(NC(=O)C2CCCCC2C(=O)O)cc1 (stereo not given),-24,.,3%,2%,0.3,0%,3,0%,-4%
N=C1SC(c2ccccc2)C(=O)N1c1ncc(Cc2ccccc2)s1 (stereo not given),-4,-8%,-3%,-17%,1.0,-7%,-9,20%,3%
CCN(c1cccc(C)c1)S(=O)(=O)c1ccc(N2CCCCS2(=O)=O)cc1,.,-6%,-5%,-9%,0.9,5%,-9,0%,4%
Cc1ccc2cc3c(NC(=O)c4cccnc4)nn(C)c3nc2c1,3,-7%,6%,3%,0.2,-7%,-5,-7%,-1%
COc1ccc(S(=O)(=O)N2CCc3ccccc32)cc1C(=O)NC1(C)CCS(=O)(=O)C1 (stereo not given),-16,1%,4%,17%,-0.5,0%,-13,3%,0%
CC1CCN(C(=O)c2cc(-c3ccc(Cl)c(Cl)c3)on2)CC1,25,0%,-6%,-5%,0.4,1%,3,?,2%
Cc1cc(C(=O)NC(=S)Nc2ccccc2N2CCOCC2)ccc1[N+](=O)[O-],-1,-9%,5%,-11%,1.4,-5%,-12,28µM*,-2%
CC(C)CN1C(=O)C(=O)N(CC(=O)c2ccc3c(c2)OCO3)C1=O,-2,-2%,-6%,22%,0.3,1%,-7,-4%,5%
COc1ccc(CCNC(=O)c2cccc3c2C(=O)N(C2CCCCC2)C3)cc1OC,-7,-2%,-6%,-16%,0.2,0%,-3,2%,-5%
Cc1cccc(N/N=C(\C#N)S(=O)(=O)C(C)(C)C)c1,8,3%,18%,-25%,-0.2,1%,-8,?,-2%
OC1(c2ccc(Br)cc2)CCN(Cc2cccc(Br)c2)CC1,103*,-6%,0%,-1%,0.0,1%,1,.,-3%

# These rows are one share of the data; rates above refer to the full screens.
